# 14-3-3 PPI: modulators of 14-3-3 gamma protein binding, primary screen, biochemical, fluorescence polarization; 14-3-3 protein gamma (Homo sapiens), P61981; FP, 14-3-3gamma / TMR-pS259-Raf peptide binding; inhibition, % at 40 µM; 160,000 tested, 0.19% active; AID 422, 2006; in the data active = inhibition above about 30%;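 note: 0% = protein plus tracer without compound and 100% = blank with tracer alone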
# Target sequence (P61981 whole entry, looked up): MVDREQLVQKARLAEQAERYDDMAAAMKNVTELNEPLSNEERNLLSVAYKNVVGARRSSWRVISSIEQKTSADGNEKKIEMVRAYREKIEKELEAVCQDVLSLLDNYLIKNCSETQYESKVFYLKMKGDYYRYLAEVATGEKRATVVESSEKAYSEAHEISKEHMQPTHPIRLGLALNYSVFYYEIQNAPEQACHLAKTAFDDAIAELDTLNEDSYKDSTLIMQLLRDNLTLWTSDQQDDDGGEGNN
# * marks the source's active call; other numbers are inactive results; & = joins results of further samples. A portion of the library, so the mix of outcomes need not match the whole.
SMILES,14-3-3 PPI
Cc1ccc(CNS(=O)(=O)c2cc(Br)cc3c2N(C(=O)C2CC2)CC3)o1,-8
O=C(CC1N=C2c3ccccc3N=C(SCc3ccc(Cl)cc3)N2C1=O)NCc1ccco1 (stereo not given),-9
CCOc1ccc(N(CC(=O)Nc2cccc(F)c2)S(=O)(=O)c2c(C)noc2C)cc1,4
O=c1oc2ccc3ccccc3c2cc1-c1nnc(-c2ccccc2)o1,-5&-1
COc1ccc(NC(=O)CCS(=O)(=O)c2cccc3nonc23)cc1Cl,-7
N#C/C(=C1\CCCN1)c1nc2ccccc2c(=O)[nH]1,-2
COCCn1c(=NC(=O)c2ccc3c(c2)OCO3)c(C#N)cc2c(=O)n3cccc(C)c3nc21,-15
COc1cc(C2C(C(=O)OCCOc3ccccc3)=C(C)NC3=C2C(=O)CC(C)(C)C3)cc(Br)c1O (stereo not given),0
O=C(O)c1ccccc1NCc1ccccc1Cl,-12
CC(Oc1ccc(Cl)cc1Cl)C(=O)Nc1ccc2oc(-c3ccncc3)nc2c1 (stereo not given),-19
CCCS(=O)(=O)c1c(S(=O)(=O)CCC)c2cc(-c3ccncc3)ccn2c1C(=O)c1ccc(Br)cc1,-74
CCCS(=O)(=O)c1c(S(=O)(=O)CCC)c2ccc(C(N)=O)cn2c1C(=O)c1ccc(C)cc1C,-42
Cc1nn(-c2ccccc2)c(OC(=O)c2ccco2)c1Sc1ccccc1,-13
COc1ccc(C2/C(=C(\O)c3ccc(Cl)cc3)C(=O)C(=O)N2CCC(=O)O)cc1 (stereo not given),-13
O=C(Nc1nnc(C(F)(F)F)s1)c1cccnc1,-11
COc1ccc(Br)cc1C1CC(=O)Nc2c1cc(Br)c1ccccc21 (stereo not given),-15
CC(=O)NCCN=C(C)c1sc2ccccc2c1O,1
CCn1c(=NC(=O)c2ccc(S(=O)(=O)N3CCCCC3)cc2)sc2cc(C(=O)OC)ccc21,2
O=C(NCCOC(=O)c1cccc2ccccc12)c1ccccc1,-22
COCCCNC(=O)C1C2C=CC3(CN(Cc4ccccc4Cl)C(=O)C13)O2 (stereo not given),5
COc1ccc(-c2c(C)n([O-])c(C)c(C)[n+]2=O)cc1OC,-7&-3
CCOC(=O)C1CCN(Cc2ccc(C(=O)OC)cc2)CC1,-8
CC1=C(C(=O)Nc2ccccc2C)C(c2cccs2)n2nc(SCc3ccccc3)nc2N1 (stereo not given),-4
CCCCN1C(=O)N(C)C2NC(=O)NC21 (stereo not given),-1
Cc1cc(C)n2cc(CSc3nnnn3-c3ccc(Cl)cc3)nc2n1,-3
CN(C(=O)Cn1c(=O)n(CCCCC(=O)NC2CCCC2)c(=O)c2ccccc21)C1CCCCC1,-8
CC(=O)CSc1nnc(CSc2ncccn2)n1C1CCCCC1,-11
NC(=O)CC(NSc1ccccc1[N+](=O)[O-])C(=O)O (stereo not given),-21
Cc1cccc(N(C)S(=O)(=O)c2ccc3[nH]cc(C(=O)N4CCOCC4)c(=O)c3c2)c1,-5
O=C(Nc1cccc2c1C(=O)c1ccccc1C2=O)c1cc([N+](=O)[O-])ccc1Cl,1
CC(=O)NCC(=O)N(c1ccccc1)C1(C(=O)Nc2c(C)cccc2C)CCCCC1,0
CCc1ccc(NC(=O)c2ccc(F)c(S(=O)(=O)NCCc3ccccc3)c2)cc1,0
CN1C(=O)c2ccccc2C(C(=O)N2CCN(Cc3ccccc3)CC2)C1c1cccs1 (stereo not given),-2
CSc1cccc(NS(=O)(=O)c2ccc3[nH]cc(C(=O)NCc4ccc(C)cc4)c(=O)c3c2)c1,-26
CCOC(=O)C1=NNC2C(=O)N(c3cccc(C)c3)C(=O)C12 (stereo not given),1
O=C(Nc1ccccc1-c1nc2ccccc2[nH]1)c1ccc(S(=O)(=O)N2CCOCC2)cc1,5
O=c1cc(CSc2nc(Nc3ccc(F)cc3)c3ccccc3n2)nc2ccc(Cl)cn12,-20
COc1ccc2[nH]c(=O)c(CN(Cc3ccc4c(c3)OCO4)C(C)=O)cc2c1,-5
CC1Cc2ccccc2N1C(=O)COc1nc2ccccc2nc1N1CCOCC1 (stereo not given),1
C/C(=N\O)C(=O)NCCN1CCCCC1,-4
CC1=C(C(=O)OC(C)C)C(c2cc3c(cc2[N+](=O)[O-])OCO3)C2=C(CC(C)(C)CC2=O)N1 (stereo not given),0
COc1ccc(C2NC(=S)NC(C)=C2C(=O)Nc2cc(C)ccc2C)cc1OC (stereo not given),2
CCOC(=O)CNC(=O)c1ccc(C)c([N+](=O)[O-])c1,2
COc1ccccc1-c1nnc(NC(=O)Nc2ccccc2)s1,-6
O=C(NCC1CCCO1)c1nnc(Cc2ccc(F)cc2)o1 (stereo not given),1
CCOC(=O)N1CCN(C(=O)c2cn(CCOC)c(=O)c3c2c2ccccc2n3C)CC1,-10
Cc1ccc(C(=O)CC(C(=O)O)c2cn(CCC#N)c3ccccc23)cc1 (stereo not given),-13
Cc1ccc2oc(-c3ccc(NC(=O)c4ccc([N+](=O)[O-])c(C)c4)cc3O)nc2c1,-34
C=CCNC(=O)c1ccc2snnc2c1,18
CC(=O)N1c2ccccc2N(Cc2ccccc2)C(=O)CC1c1ccccc1 (stereo not given),-3
COc1cc(OC)c(OC)cc1CN1CCN(Cc2ccccn2)CC1,1
O=C(NCCN1CCOCC1)c1ccc2c(c1)N(Cc1ccccc1)CCS2,-4
CCOc1ccc(NC(=O)CN2N=C(c3ccc(C)cc3)CCC2=O)cc1,-6
Cc1nc(S(=O)(=O)N(C)Cc2ccccc2)c(C#N)c(C)c1Cl,-3&2
COC(=O)c1ccccc1NC(=O)CN1C(=O)C2CCCN2c2ncc(Cl)cc21 (stereo not given),-62
Cn1c(=O)c2c(-c3ccncc3)c3c(nc2n(C)c1=O)-c1ccccc1C3=O,1
O=C(O)c1cc(-c2cn[nH]c2-c2ccccc2)nc2ccc3ccccc3c12,-6
Cc1cccc(OCC(=O)Nc2ccccc2N2CCN(C(=O)C(C)C)CC2)c1C,-1
O=C(c1ccccc1)N1CCC(O)(c2ccccc2)C2CCCCC21 (stereo not given),-2
CCOC(=O)C1CCCN(C(=O)c2cc(=O)c3ccccc3o2)C1 (stereo not given),-1
# (continued)
SMILES,14-3-3 PPI
CCN(CC)c1ccc(NC(=O)c2cccc(OC)c2)c(C)c1,2
Cn1c(NC(=O)c2ccccc2)cc(=O)n(C)c1=O,-5
COCCn1c(=N)c(C(=O)NCCc2ccc(OC)cc2)cc2c(=O)n3cccc(C)c3nc21,-5
O=C(NCc1ccccc1P(=O)(c1ccccc1)c1ccccc1)c1ccco1,-2
CC(C)(C)C(=O)CN1CCN(c2ccc(Cl)cc2)CC1,-1
Cc1ccnc(NC(=O)c2cccc(S(=O)(=O)N3CCOCC3)c2)c1,-9
COc1ccc(C2C(C(=O)N(C)Cc3ccccc3)c3ccccc3C(=O)N2Cc2ccc(F)cc2)cc1 (stereo not given),0
COc1ccc(N2C(=O)CC(NCC#N)C2=O)cc1 (stereo not given),7
Cc1c2cccn2cc[n+]1C,-7
CCOc1ccccc1NC(=O)Cn1c(=O)n(-c2ccccc2)c(=O)c2c(C)c(C(=O)N(C)C)sc21,-10
CCOc1ccc(C2Oc3c(cc(Br)cc3OC)C=C2[N+](=O)[O-])cc1OC (stereo not given),-20
CC(=O)N1CCc2cc(NS(=O)(=O)c3cccs3)ccc21,-16
CCOc1ncccc1C(=O)OCc1cc(=O)oc2c(C)c(C)ccc12,-7
CN(Cc1ccc(-n2cccn2)cc1)C(=O)c1cnn2c1NC(c1ccco1)CC2C(F)(F)F (stereo not given),-7
Cc1ccc(OCCn2c(=N)n(CCO)c3ccccc32)cc1,-7
Cc1ccc(-n2c(SCC(=O)NCc3ccccc3)nc3c(c2=O)SCC3)cc1,4
COc1cc(OC)cc(C(=O)Nc2ccc3c4c(cccc24)CC3)c1,-2
CC(C)OC(=O)C(NC(=O)c1ccccc1)=C1CCCCC1,-3
CCOC(=O)C1CCCN(C(=O)c2cc3ncc(Br)cn3n2)C1 (stereo not given),-10
CCCC1(C(=O)OCC)NC(c2ccc(N(C)C)cc2)C2C(=O)N(c3ccc(F)cc3)C(=O)C21 (stereo not given),-8
O=C(CSc1nc2ccsc2c(=O)n1Cc1ccc2c(c1)OCO2)Nc1ccccc1C(F)(F)F,-2
CC1(C)CC(=O)C2=C(C1)Nc1ccccc1NC2c1ccccn1 (stereo not given),-20
[O-][N+]1=C2CCC/C(=N\O)C2=NC12CCCCC2,2
CC(=O)c1cccc(N2C(=O)C3C4CC(C(Br)C4Br)C3C2=O)c1 (stereo not given),3
NC(=O)c1cccc2c3c([nH]c12)CCCC3,2
COc1ccc(-n2nc3c(c2NC(=O)C2CCCC2)CSC3)cc1,-12
COc1ccc(NC(=O)CSc2nc(C)cc(C)c2C#N)cc1,-17
CCN(CC)C(=O)c1nn(-c2ccc(OC)cc2)c(=O)c2ccccc12,1
O=C(CN1C(=O)C2C3C=CC(C3)C2C1=O)NC1CCCc2ccccc21 (stereo not given),2
COc1ccc(CCNC(=O)c2cn(CC(C)C)c(=O)c3c2c2ccccc2n3C)cc1OC,-4
CNS(=O)(=O)c1ccc(N2C(=O)c3cc([N+](=O)[O-])cc4cc([N+](=O)[O-])cc(c34)C2=O)cc1,-302
COc1ccc2nc(NC(=O)c3ccc(-n4nc(C)cc4C)cc3)sc2c1,3
Cc1nnc(SCCn2c(N3CCCCC3)nc3c2c(=O)[nH]c(=O)n3C)s1,-9
COc1cccc(CNc2ccc3c(c2)ncn3C)c1O,-5
O=C(c1ccc([N+](=O)[O-])cc1)N1CCN(c2cccc(Cl)c2)CC1,-5
O=C1c2[nH]nc(-c3ccc(Br)cc3)c2C(c2cccs2)N1c1ccc(Cl)cc1 (stereo not given),-2

# A stretch taken from the entries so far:
SMILES,14-3-3 PPI
Cc1ccc(OCCn2c(=N)n(CCO)c3ccccc32)cc1,-7
Cc1ccc(-n2c(SCC(=O)NCc3ccccc3)nc3c(c2=O)SCC3)cc1,4
COc1cc(OC)cc(C(=O)Nc2ccc3c4c(cccc24)CC3)c1,-2
CC(C)OC(=O)C(NC(=O)c1ccccc1)=C1CCCCC1,-3
CCOC(=O)C1CCCN(C(=O)c2cc3ncc(Br)cn3n2)C1 (stereo not given),-10
CCCC1(C(=O)OCC)NC(c2ccc(N(C)C)cc2)C2C(=O)N(c3ccc(F)cc3)C(=O)C21 (stereo not given),-8
O=C(CSc1nc2ccsc2c(=O)n1Cc1ccc2c(c1)OCO2)Nc1ccccc1C(F)(F)F,-2
CC1(C)CC(=O)C2=C(C1)Nc1ccccc1NC2c1ccccn1 (stereo not given),-20
[O-][N+]1=C2CCC/C(=N\O)C2=NC12CCCCC2,2
CC(=O)c1cccc(N2C(=O)C3C4CC(C(Br)C4Br)C3C2=O)c1 (stereo not given),3
NC(=O)c1cccc2c3c([nH]c12)CCCC3,2
COc1ccc(-n2nc3c(c2NC(=O)C2CCCC2)CSC3)cc1,-12
COc1ccc(NC(=O)CSc2nc(C)cc(C)c2C#N)cc1,-17
CCN(CC)C(=O)c1nn(-c2ccc(OC)cc2)c(=O)c2ccccc12,1
O=C(CN1C(=O)C2C3C=CC(C3)C2C1=O)NC1CCCc2ccccc21 (stereo not given),2
COc1ccc(CCNC(=O)c2cn(CC(C)C)c(=O)c3c2c2ccccc2n3C)cc1OC,-4
CNS(=O)(=O)c1ccc(N2C(=O)c3cc([N+](=O)[O-])cc4cc([N+](=O)[O-])cc(c34)C2=O)cc1,-302
COc1ccc2nc(NC(=O)c3ccc(-n4nc(C)cc4C)cc3)sc2c1,3
Cc1nnc(SCCn2c(N3CCCCC3)nc3c2c(=O)[nH]c(=O)n3C)s1,-9

# (list continues)
SMILES,14-3-3 PPI
O=C(NCCCNC(=O)c1cccs1)c1cccs1,3
CC(c1ccccc1)c1nnc(NC(=O)C2CCCCC2)s1 (stereo not given),2
O=C(NCc1ccc2c(c1)OCO2)c1nnc(Cc2ccc(Cl)cc2)o1,4
Cc1cccc(C)c1NC(=O)C(NC(=O)CN1CC(=O)Nc2ccccc21)c1ccccc1 (stereo not given),-44
CC1(C)S[C@@H]2[C@H](NC(=O)C(C(=O)O)c3ccccc3)C(=O)N2[C@H]1C(=O)O (stereo not given in full),-10
Cc1sc2ncn(CC(=O)Nc3ccc(Oc4ccccc4)cc3)c(=O)c2c1C,-1
O=C(Nc1ncc([N+](=O)[O-])s1)c1ccccc1F,-13
Cc1cccc(N2CCN(C(=O)CCn3c(=O)[nH]c4ccccc4c3=O)CC2)c1C,-5
CCc1c(-c2ccccc2)nc2ccccc2c1C(=O)NC1CC1,4
CN(c1ccc(OCc2nnc(-c3ccccc3)o2)cc1)S(=O)(=O)c1ccccc1,-2
COc1cccc(C2C(N3C(=O)c4ccccc4C3=O)C(=O)N2c2ccc(C)c(Cl)c2)c1 (stereo not given),-1
CCOc1cc(C2NC(=O)NC(O)(C(F)(F)F)C2C(=O)c2ccc(Cl)cc2)ccc1O (stereo not given),3
COc1ccc([N+](=O)[O-])cc1S(=O)(=O)Nc1cc(C)c(NS(=O)(=O)c2ccc(C)cc2)cc1C,-6
COc1ccc(N2C(=O)C3CCCCC3C2=O)c(OC)c1 (stereo not given),-8
O=C(NCCc1ccccc1Cl)C1CCC(Cn2c(=O)[nH]c3ccccc3c2=O)CC1 (stereo not given),-9
Cc1ccc(C2CC(=O)C3=C(C2)Nc2ccccc2NC3c2cccc(F)c2)cc1 (stereo not given),2
CC1CCc2sc3ncnc(N4CCN(CCOc5ccc(Cl)cc5)CC4)c3c2C1 (stereo not given),-16
O=C(CSC1CCCCC1)Nc1nccs1,-16
COCCCNC(=O)c1ccc(N(C)S(C)(=O)=O)cc1,0
Cc1ccc2c(c1)c(=O)c1ccccc1n2CC(=O)N1CCN(c2ccccc2F)CC1,0
COc1cc2[nH]c(=O)n(CCCC(=O)N3CCc4ccccc4C3)c(=O)c2cc1OC,1
N#Cc1cc2c([nH]c1=S)CCCCCC2,0
CCOc1ccc(-n2cc(-c3ccc(OC)cc3)[nH]c2=O)cc1,-202
CCOC(=O)C1CCN(S(=O)(=O)Cc2ccccc2)C1=O (stereo not given),-4&-2
Cc1ccc(-c2ccc(=O)n(CC(=O)NCCCN3CCC(C)CC3)n2)cc1,-1
COC(=O)c1cc(-c2ccc(OC)c(OC)c2)n[nH]1,-6
CCN(CC)C(=O)Cn1cnc2sc(C(=O)Nc3ccc(C(F)(F)F)cc3)c(C)c2c1=O,2

# Compound activity as filed in PubChem.
